XBP1 UPR activ – activators of adaptive arm of unfolded protein response (XBP1); activation, % at 20 µM; CHO-XBP1 luciferase reporter, IRE1-XBP1 UPR activation, luminescence; percent of tunicamycin response, DMSO as zero; 330,000 tested, 0.33% active; AID 463104;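 active = versus positive control, 20 µM dose yields 30% or more activation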;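 note: 100% = tunicamycin at 10 µg/mL and 0% = DMSO only wells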
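Assay system: IRE1-XBP1 luciferase reporter CHO line. Input: 1000 cells/well. Buffer or medium: F12 with 10% serum. Doses: 20 µM, 1% DMSO. Times: overnight seeding at 37 °C, 6 h compound treatment at 37 °C. Technique: Steady-Glo luciferase glow luminescence, 10 min after reagent addition.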
tim10-1 inh – inhibits growth of tim10-1 mutant yeast; inhibition, % at 20 µM; 330,000 tested, 2.2% active; S. cerevisiae tim10-1 ts strain growth, BacTiter-Glo, 24 h;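 active = inhibition of at least 40%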;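 note: mutant grown at 25 °C; 0% = DMSO wells with yeast and 100% = wells holding no yeast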
697 NFkB inh – lowers PMA/ionomycin-induced NF-kB signal in 697 B cells. 330,000 tested, 0.33% active. 697 B-cell NF-kB luciferase reporter, 16 h. inhibition, % at 4 µM; in the data active = inhibition above about 35%
TIM10 inh – inhibits growth of TIM10 yeast strain; 330,000 tested, 1.4% active; inhibition, % at 10 µM; S. cerevisiae TIM10 strain growth, BacTiter-Glo luminescence, 24 h;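 active = inhibition of 40% or more at the single tested concentration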;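 note: wild-type TIM10 isogenic control strain grown at permissive 25 °C; 0% = DMSO yeast wells and 100% = minimal medium wells without yeast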
Mdm2-MdmX inh – disrupts the human Mdm2-MdmX interaction; O15151+Q00987; SaOS-2 split-luciferase Mdm2/MdmX complementation, luminescence; inhibition, % at 8 µM; 330,000 tested, 3% active;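 active = inhibition of at least 50% at 8 µM in the primary screen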
Target sequence (O15151 whole entry, looked up): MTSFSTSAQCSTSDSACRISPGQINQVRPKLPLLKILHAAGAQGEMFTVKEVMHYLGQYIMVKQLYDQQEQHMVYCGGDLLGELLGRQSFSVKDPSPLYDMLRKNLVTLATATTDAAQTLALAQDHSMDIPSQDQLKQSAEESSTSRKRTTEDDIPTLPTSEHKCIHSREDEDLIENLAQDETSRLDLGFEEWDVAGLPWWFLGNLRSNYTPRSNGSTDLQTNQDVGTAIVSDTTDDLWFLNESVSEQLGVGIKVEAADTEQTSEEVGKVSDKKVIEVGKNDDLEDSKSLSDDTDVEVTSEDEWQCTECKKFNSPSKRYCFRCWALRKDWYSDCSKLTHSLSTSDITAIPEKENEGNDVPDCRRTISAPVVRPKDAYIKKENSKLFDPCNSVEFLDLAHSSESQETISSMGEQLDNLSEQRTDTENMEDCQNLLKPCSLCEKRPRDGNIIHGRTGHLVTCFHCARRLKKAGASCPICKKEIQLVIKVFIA
Target sequence (Q00987 whole entry, looked up): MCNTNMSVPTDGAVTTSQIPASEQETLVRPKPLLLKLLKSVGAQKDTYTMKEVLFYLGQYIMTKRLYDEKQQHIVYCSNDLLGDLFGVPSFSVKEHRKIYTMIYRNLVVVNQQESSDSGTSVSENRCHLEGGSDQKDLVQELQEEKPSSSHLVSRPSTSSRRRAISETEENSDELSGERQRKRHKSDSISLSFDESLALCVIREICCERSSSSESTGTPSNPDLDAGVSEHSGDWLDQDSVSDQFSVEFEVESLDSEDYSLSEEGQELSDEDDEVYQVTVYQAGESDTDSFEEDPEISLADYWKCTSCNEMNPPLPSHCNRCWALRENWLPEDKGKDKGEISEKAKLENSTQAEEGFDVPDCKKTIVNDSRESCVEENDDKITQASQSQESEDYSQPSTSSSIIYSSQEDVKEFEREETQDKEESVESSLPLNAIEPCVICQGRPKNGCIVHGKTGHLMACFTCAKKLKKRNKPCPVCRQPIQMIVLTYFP
Jurkat NFkB inh – lowers PMA/ionomycin-induced NF-kB signal in Jurkat cells. AID 435003. PMA/ionomycin-induced NF-kB luciferase reporter, luminescence. 330,000 tested, 0.53% active. inhibition, % at 4 µM; in the data active = inhibition above about 50%
tim23-1 inh – inhibits growth of tim23-1 mutant yeast; AID 463212; 330,000 tested, 1.3% active; inhibition, % at 20 µM; S. cerevisiae tim23-1 growth, BacTiter-Glo luminescence, 24 h;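 active = growth inhibition of the mutant yeast at or above 50%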;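 note: temperature-sensitive mutant grown at 25 °C; plate controls were DMSO-treated mutant yeast for no effect and medium wells lacking yeast for full effect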
UPR CHOP act – activators of apoptotic arm of unfolded protein response (CHOP). 330,000 tested, 0.34% active. CHO-CHOP luciferase reporter, UPR activation, luminescence; percent of tunicamycin response over DMSO baseline. activation, % at 10 µM;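 active = at 10 µM dose, activation of 40% or more, normalized to positive control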;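 note: 100% = tunicamycin at 10 µg/mL and 0% = DMSO alone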
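Assay system: CHO cells with stable CHOP pathway luciferase reporter; Buffer or medium: F12 plus 10% serum; Times: 16-18 h cell attachment, then 6 h compound exposure, 37 °C; Signal: luciferase luminescence; Read-out basis: percent activation relative to tunicamycin control; Control set: tunicamycin high control, DMSO low control.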
* = called active by the depositor.

SMILES	XBP1 UPR activ	tim10-1 inh	697 NFkB inh	TIM10 inh	Mdm2-MdmX inh	Jurkat NFkB inh	tim23-1 inh	UPR CHOP act
C=CCc1c(C)nc(-c2ccccc2)nc1Nc1ccccc1O	3.5	46.8*	-28.7	63.5*	3.4	-18.2	39.4	-0.8
CCOC(=O)C1=C(C)NC(=S)NC1c1ccc(C)s1 (stereo not drawn)	1.1	12.1	-3.0	7.5	-0.1	9.4	6.3	-0.3
Cc1nc(NS(=O)(=O)c2ccccc2)sc1C(=O)NN	-0.2	11.7	15.8	2.1	-6.3	-2.1	20.7	-0.4
CCOC(=O)c1oc2ccccc2c1NC(=O)c1cccs1	2.2	17.0	11.9	-13.4	9.6	4.3	15.9	-0.3
CN(C)S(=O)(=O)c1ccc(C(=O)OCC(=O)c2ccc3c(c2)NC(=O)CO3)cc1	-2.8	-2.1	5.2	-6.7	5.5	-9.3	-1.5	2.5
COc1cccc(NC(=S)N(C)C2CCN(C)CC2)c1	-2.2	-5.4	8.4	-5.6	8.4	-10.5	-9.1	-0.2
COc1ccc(C(=O)Nc2ccc(-c3ccc(C)o3)cc2)cc1S(=O)(=O)N1CCOCC1	5.1	-2.6	15.0	9.1	4.8	58.6*	20.9	6.9
O=C(NC1CCCC1)C(c1ccncc1)N(C(=O)c1ccco1)c1ccc(F)c(Cl)c1 (stereo not drawn)	-2.1	6.7	-1.3	-11.4	4.6	-3.6	6.5	-1.7
CC1CCN(C(=O)COC(=O)c2ccc(Br)o2)CC1	0.5	0.9	-3.5	3.7	-25.2	-1.2	12.9	1.1
C=CCN(C(=O)Cn1ncc2c1-c1cc(C)ccc1OC2)c1ccccc1	-2.1	36.5	7.4	16.6	2.1	14.4	23.8	-0.4
CC(=O)Nc1c(NC(C)C)c2ccccc2oc1=O	-1.5	-6.8	14.0	5.3	2.1	-10.4	10.7	1.8
COc1ccc(OCC(=O)Nc2ccccc2OC)cc1	0.7	6.3	5.8	1.0	0.4	7.8	-0.9	-0.7
O=C(CCC(=O)c1cccs1)NCC(=O)Nc1ccc(F)c(F)c1F	-0.6	1.7	1.3	2.2	1.3	-7.6	19.3	1.3
O=C(Nc1ccc(C(=O)Nc2ccccc2Cl)cc1)c1cccnc1	-2.6	23.8	-15.3	3.4	-8.9	-4.1	21.1	-1.2
O=C(OCC(=O)N1CCCCC1)c1ccccc1SCC(=O)N1CCCCC1	2.1	17.0	6.1	6.2	0.1	8.0	7.8	1.4
Cc1ccsc1C1C(C#N)=C(N)N(N(C)C)C2=C1C(=O)CC(C)(C)C2 (stereo not drawn)	-4.2	14.7	10.6	7.7	-7.6	-1.2	15.1	1.0
COc1ccc(CCN2C(=O)CC(Cc3ccc(C)cc3)C2=O)cc1OC (stereo not drawn)	1.2	7.2	14.7	20.7	8.0	9.4	11.1	4.0
COc1ccc(Cl)cc1C(=O)NNC(=O)c1nn(C)c(=O)c2ccccc12	-0.4	9.4	4.9	7.7	35.8	-9.5	9.0	-0.1
COc1cccc2sc(N(CCCN(C)C)C(=O)C(c3ccccc3)c3ccccc3)nc12	9.8	21.1	14.2	1.3	92.5*	1.6	-10.6	4.3
CN(C)S(=O)(=O)Oc1cccc(C(=O)Nc2ccc(Cl)c(Cl)c2)c1	4.9	57.1*	-242.5	48.9*	-81.0	-139.4	15.5	17.6

Exported with each value named: part of the list above.
CCOC(=O)c1oc2ccccc2c1NC(=O)c1cccs1
  XBP1 UPR activ: 2.2	tim10-1 inh: 17.0	697 NFkB inh: 11.9	TIM10 inh: -13.4	Mdm2-MdmX inh: 9.6	Jurkat NFkB inh: 4.3	tim23-1 inh: 15.9	UPR CHOP act: -0.3
CN(C)S(=O)(=O)c1ccc(C(=O)OCC(=O)c2ccc3c(c2)NC(=O)CO3)cc1
  XBP1 UPR activ: -2.8	tim10-1 inh: -2.1	697 NFkB inh: 5.2	TIM10 inh: -6.7	Mdm2-MdmX inh: 5.5	Jurkat NFkB inh: -9.3	tim23-1 inh: -1.5	UPR CHOP act: 2.5

Later entries
SMILES	XBP1 UPR activ	tim10-1 inh	697 NFkB inh	TIM10 inh	Mdm2-MdmX inh	Jurkat NFkB inh	tim23-1 inh	UPR CHOP act
COc1ccc(NC(=O)N[C@@H](CCSC)C(=O)O)cc1Cl	-2.6	2.3	27.2	-1.7	13.8	-11.0	8.6	-1.7
C=CCNCC(=O)Nc1sc2c(c1C(=O)Nc1ccc(OC)cc1OC)CCC2	2.0	35.6	-1.7	24.1	23.2	-3.3	26.6	1.7
COc1cc(OC)c2c3c(c(C4CCCCC4)nc2c1)CCC3	0.7	51.8*	-42.7	7.8	11.9	-6.2	19.9	-2.6
COc1cccc(OCC(=O)N2CCCc3ccccc32)c1	-0.8	-1.1	-4.2	13.1	-34.7	-6.4	19.6	3.2
S=C1NC(c2ccccc2)=NCN1c1ccccc1	1.3	22.2	-17.1	11.5	-28.2	-19.1	14.8	3.5
CC1(c2cccc(Br)c2)NC(=O)N(CC(=O)N2CCN(C(=O)c3ccco3)CC2)C1=O (stereo not drawn)	-1.2	-4.8	-9.4	4.5	-14.9	-11.0	-7.2	-2.9
C/C(=N\NC(=O)c1cccc([N+](=O)[O-])c1)c1cccnc1	-4.8	-4.5	0.9	10.5	-11.8	-0.8	-1.2	0.2
O=C(NCC1CCCO1)c1onc(CSc2ccc(F)c(F)c2)c1C(=O)O (stereo not drawn)	-1.0	-13.9	26.2	4.5	12.2	10.4	-13.6	-0.7
O=C(CCC1CCCN(C(=O)c2cccs2)C1)N1CCN(c2ccccn2)CC1 (stereo not drawn)	-3.4	5.8	-2.9	8.2	7.4	-3.5	16.5	-1.8
Cc1cc(NC(=O)CN(C)S(=O)(=O)c2cccc(Cl)c2)no1	4.0	-5.7	5.8	15.9	6.0	10.3	12.4	0.0
O=c1ccc(-c2ccc(S(=O)(=O)N3CCN(c4cccc(Cl)c4)CC3)o2)n[nH]1	-2.6	-4.5	-4.8	-26.6	12.7	-1.0	-11.4	0.4
O=C(COC(=O)C1(c2ccccc2)CC1)NNC(=O)c1ccccc1	2.9	-2.2	22.8	10.7	-8.4	5.7	10.8	2.6
O=C(CN1CCCC1)N1c2ccccc2Sc2ccc(Cl)cc21	-3.9	-15.1	2.1	-9.7	5.9	-25.6	-23.7	0.4
CC1CCCC(C)N1C(=O)c1ccc(S(=O)(=O)NCc2ccco2)cc1 (stereo not drawn)	1.3	27.7	-13.7	5.8	7.8	13.4	21.3	0.0
O=C(NC(=S)Nc1ccc(N2CCCCC2)c(Cl)c1)c1cccs1	-5.9	31.2	-31.6	28.2	-12.8	-18.7	33.0	0.9
O=C(Nc1ccnc(-c2ccncc2)n1)c1ccc(Cl)cc1	-1.4	8.0	3.4	-12.8	7.7	10.1	-18.0	-1.4
Cc1cccc(NC(=S)NC(=O)CC2CC(C)(C)OC2=O)c1 (stereo not drawn)	2.2	12.0	-16.8	12.4	-27.9	-12.2	4.3	-0.9
Cc1cc(NC(=O)CSCC(=O)OCc2nnc(-c3ccc(F)cc3)o2)no1	-0.3	-4.2	20.0	-9.4	23.5	8.2	-9.3	-0.2
CC1(C)CC(=O)C2=C(C1)N(c1cccc(Cl)c1)C(=O)NC2(C(F)(F)F)C(F)(F)F	0.6	16.3	11.5	-3.0	-8.8	5.6	11.5	2.1
CCc1c(C)[nH]c2nc3ccccc3n2c1=O	0.7	31.6	-49.0	17.2	1.2	-0.1	22.4	-0.9

Quoted at random: two entries already listed, in no set order.
SMILES	XBP1 UPR activ	tim10-1 inh	697 NFkB inh	TIM10 inh	Mdm2-MdmX inh	Jurkat NFkB inh	tim23-1 inh	UPR CHOP act
COc1cc(OC)c2c3c(c(C4CCCCC4)nc2c1)CCC3	0.7	51.8*	-42.7	7.8	11.9	-6.2	19.9	-2.6
CC1CCCC(C)N1C(=O)c1ccc(S(=O)(=O)NCc2ccco2)cc1 (stereo not drawn)	1.3	27.7	-13.7	5.8	7.8	13.4	21.3	0.0

Copied from the list.
Entry of O=C(CN1CCCC1)N1c2ccccc2Sc2ccc(Cl)cc21 in TIM10 inh: -9.7
Entry of COc1cc(OC)c2c3c(c(C4CCCCC4)nc2c1)CCC3 in tim10-1 inh: 51.8*
Entry of CCOC(=O)C1=C(C)NC(=S)NC1c1ccc(C)s1 (stereo not drawn) in TIM10 inh: 7.5
Entry of O=c1ccc(-c2ccc(S(=O)(=O)N3CCN(c4cccc(Cl)c4)CC3)o2)n[nH]1 in TIM10 inh: -26.6
Entry of C=CCN(C(=O)Cn1ncc2c1-c1cc(C)ccc1OC2)c1ccccc1 in XBP1 UPR activ: -2.1

Continued.
SMILES	XBP1 UPR activ	tim10-1 inh	697 NFkB inh	TIM10 inh	Mdm2-MdmX inh	Jurkat NFkB inh	tim23-1 inh	UPR CHOP act
CC(=O)Nc1sc(NC(=O)c2ccco2)nc1-c1cccs1	1.3	5.1	9.1	-4.5	14.1	-16.6	2.1	1.1
CC(=O)Oc1cc2oc(=O)cc(C)c2cc1OC(C)=O	1.8	15.1	-2.7	6.4	15.0	4.0	-4.4	-3.1
Nc1cc(Cl)c(N)cc1Cl	0.0	6.8	-21.0	6.1	10.8	11.4	-2.4	4.7
Cc1c(C(=O)Nc2cccc([N+](=O)[O-])c2)cnn1-c1ccccc1	2.8	16.5	-101.5	-6.7	-53.6	-86.2	35.7	5.5
C=CCNC(=O)c1cc2c(=O)c3ccccc3oc2nc1C	-0.5	-1.1	14.5	7.4	20.5	-2.2	7.0	2.6
CN(CC(=O)Nc1ccccc1Cl)CC(=O)Nc1sc2c(c1C(N)=O)CCC2	-1.2	16.6	5.8	13.0	16.7	14.9	24.3	1.1
Cc1ccc(-n2nc(C)c3c(-c4cccs4)c(C#N)c(N)nc32)cc1	4.8	11.5	-26.0	12.4	13.4	-17.6	6.6	3.1
COc1cccc(/C=N/NC(=O)CNC(=O)COc2cccc(C)c2)c1O	-2.7	8.3	1.2	-2.2	54.3*	17.1	-8.3	-1.3
CC(Oc1cc2oc(=O)c3c(c2cc1Cl)CCC3)C(=O)NCc1ccccn1 (stereo not drawn)	-4.3	21.9	11.3	17.5	-1.5	10.4	31.0	3.5
Cc1ccsc1C(=O)Nc1cccc(-n2cnnn2)c1	-6.2	12.9	-0.6	9.4	15.0	-1.6	2.8	0.5
COc1ccc(C2CC(=O)C(C=NCCN3CCN(C(C)=O)CC3)=C(O)C2)cc1 (stereo not drawn)	-2.8	1.8	11.8	-15.9	8.8	2.1	7.9	-0.2
CCCCCCCC1=CC2=CC(=O)C(C)(OC(C)=O)C(=O)C2=CN1CCc1ccccc1 (stereo not drawn)	-2.1	16.9	0.4	11.1	-10.0	14.4	21.7	-1.9
CC(=O)c1c(C)[nH]c(C(=O)Nc2ccc(Cl)cc2F)c1C	4.2	4.1	-94.3	14.5	-77.8	-106.8	12.4	6.9
COc1ccc(CNC(=O)CN(C(=O)c2snc(C(N)=O)c2N)c2ccc(F)cc2)cc1	-0.3	0.5	4.1	-2.5	-0.8	-1.9	-7.2	-0.5
C=CCOC(=O)C1=C[C@@H](c2cn(C(C)=O)c3ccccc23)C[C@@H](OCc2ccc(CO)cc2)O1	-2.8	22.2	16.4	23.1	3.8	14.2	29.6	2.3
Cc1cccc(CNC(=O)C(C)n2nc(C)c3c(C)n(-c4ccccc4)nc3c2=O)c1 (stereo not drawn)	-1.8	17.2	-11.7	12.6	12.8	-6.4	9.3	0.0
Cc1cc(C)cc(N(C(=O)c2csnn2)C(C(=O)NC2CCCCC2)c2ccccn2)c1 (stereo not drawn)	-3.1	10.7	6.2	-4.9	31.1	-13.3	17.1	-2.0
O=C1c2cccc([N+](=O)[O-])c2C(=O)N1c1cccnc1	-2.6	1.6	-24.9	-11.6	0.6	-18.0	11.1	0.3
CC(C)(C)OC(=O)NC(CCCCNC=O)C(=O)O (stereo not drawn)	2.2	3.8	8.8	5.8	-4.0	-2.5	-4.8	-2.0
CCCc1ccc2oc(C(=O)NCCCN3CCOCC3)c(C)c2c1	-3.1	-5.9	-43.5	9.2	-36.1	-91.1	-5.9	7.6

Source: PubChem BioAssay (Sanford-Burnham Center for Chemical Genomics)
